# Screens (PubChem BioAssay)
# Cneo AK release = Cryptococcus neoformans cell lysis inducers, primary screen, AK release luminescence, single concentration | C. neoformans lysis, adenylate kinase release luminescence, 4 h; normalised: neutral wells 0, clomiphene wells 100 | AID 651654, 2012 | lysis activity, % at 15 µM | hit rate 0.2% among 360,000;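 active = mean lysis activity across replicates of at least 80%, whatever share of replicates individually reach that level; inactive = mean lysis activity below 80%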
#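 Test system: log-phase Cryptococcus neoformans yeast cells. Input: 5 × 10^6 yeast cells/mL. Medium: fresh YPD growth medium. Doses: single dose. Incubation: static 4 h at 37 °C with compound, 1 h detection. Measured by: luminescent adenylate kinase detection reagent. Read-out: signal increase indicating cell lysis. Benchmarks: Clomiphene.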
# PglD DTNB = C. jejuni PglD acetyltransferase inhibitors, primary screen, biochemical, DTNB colorimetric, single point; hit rate 0.098% among 360,000; purified PglD enzyme, DTNB colorimetric CoA detection; AID 602405, 2012; inhibition, % at 12.5 µM; in the data active = inhibition above about 16%, passing the limit was not always enough; also: strong numbers were not always called active
# PGC1a acetyl inh = inhibitors of PGC1a acetylation signal, primary screen, cell-based, U2OS, AlphaScreen, inhibitor mode; hit rate 0.17% among 350,000; inhibition, % at 15.6 µM; AlphaScreen anti-acetyl-lysine; with virally co-expressed GCN5 acetyltransferase; AID 651687, 2012;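 active = every replicate shows inhibition of at least 40%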;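 also: 0% = neutral control wells and 100% = positive control wells; some results beyond the cut were filed as inactive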
# GSIS activator = GLuc luminescence reporter in INS-1E cells, primary screen for activators of glucose-dependent secretion of insulin; INS-1E GLuc reporter insulin secretion, 2-3 h; activation, % at 16.6 µM; hit rate 0.61% among 370,000;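 active = lowest replicate activation of at least 40%, so every replicate reaches that level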;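 also: 0% = median of neutral control wells and 100% = median of IBMX positive control wells; some compounds called inactive have numbers as strong as hits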
# FN deposition inh = inhibitors of fibronectin matrix deposition, primary screen, AH1F cells, Alexa488-fibronectin fluorescence, plate reader. AH1F fibroblasts, overnight. inhibition, % at 12.6 µM. hit rate 0.086% among 350,000;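 active = mean inhibition across replicates of 30% or more, regardless of how many single replicates reach that level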;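 also: positive control wells lacked labelled fibronectin entirely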
#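 Assay system: AH1F fibroblasts assembling fluorescent fibronectin matrix; Amount: 10000 AH1F cells per well; Buffer or medium: DMEM, 2% serum; Probe or stimulus: Alexa488-fibronectin, 24 nM final in well; Doses: single compound dose, delivered by pin transfer; Incubation: 1 h adhesion, overnight exposure; Measured by: fluorescence 485/525 nm; Read-out: fibronectin deposition inhibition.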
# miR-122 sensor = miR-122 Renilla sensor signal increase in Huh7, primary screen, miR-122 inhibitor project, cell-based, single point, plate reader; hit rate 0.3% among 340,000; Huh7 miR-122 Renilla luciferase sensor, 48 h; neutral wells = 0, positive control = 100; activation (reporter increase), % at 12.5 µM; AID 602342, 2012;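 active = mean replicate activation score at least 90 and every replicate individually at or above 90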;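 also: higher luciferase means less miR-122 activity so hits act as miR-122 inhibitors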
# F508del corr = F508del CFTR correction, initial screen, CFBE line, single point | AID 720511, 2013 | activity (quench increase), % at 7.58 µM | hit rate 0.36% among 350,000 | CFBE cells, YFP halide quenching; stimulated with forskolin plus potentiator P3; % fluorescence drop versus neutral controls;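 active = mean added fluorescence quench of at least 8% versus neutral control, with both replicates also reaching 8%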;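 also: cells transiently co-express mutant CFTR-F508del with the halide-sensitive YFP; corrector assay measuring rescue of mutant channel to the surface after 24 h compound exposure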
# Statin myotox sup = suppressors of statin myotoxicity in C2C12 myotubes, primary screen, cell-based, single point, plate reader; hit rate 0.78% among 330,000; C2C12 myotubes + simvastatin, ATP luminescence, 48 h; scaled: DMSO 0, geranylgeraniol control 100; rescue of ATP level, % at 7.49 µM;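 active = mean ATP rescue above about 67%, or every replicate alone reaching that limit, limit read from the data, passing the limit was not always enough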;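 also: myotubes were challenged with 10 µM simvastatin during compound exposure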
# * hit, by the source's call; x = no result given; & = joins results of further samples; [ ] = remark or other dose.
# The opening 2 compounds, ahead of the listing:
SMILES,Cneo AK release,PglD DTNB,PGC1a acetyl inh,GSIS activator,FN deposition inh,miR-122 sensor,F508del corr,Statin myotox sup
C[C@H](O)C#Cc1cnc2c(c1)C(=O)N([C@@H](C)CO)C[C@H](C)[C@H](CN(C)C(=O)Nc1ccc(C(F)(F)F)cc1)O2,4,-2,8,-12,5,x,-0.4,2
Cc1noc(C)c1S(=O)(=O)Nc1ccc2c(c1)C(=O)N([C@@H](C)CO)C[C@H](C)[C@@H](CN(C)C(=O)c1ccccc1)OCCCC[C@H](C)O2,-13,2,-8,-10,3,2[16.7 µM],-0.9,x

# The listing, from the start:
SMILES,Cneo AK release,PglD DTNB,PGC1a acetyl inh,GSIS activator,FN deposition inh,miR-122 sensor,F508del corr,Statin myotox sup
C[C@H](O)C#Cc1cnc2c(c1)C(=O)N([C@@H](C)CO)C[C@H](C)[C@H](CN(C)C(=O)Nc1ccc(C(F)(F)F)cc1)O2,4,-2,8,-12,5,x,-0.4,2
Cc1noc(C)c1S(=O)(=O)Nc1ccc2c(c1)C(=O)N([C@@H](C)CO)C[C@H](C)[C@@H](CN(C)C(=O)c1ccccc1)OCCCC[C@H](C)O2,-13,2,-8,-10,3,2[16.7 µM],-0.9,x
CS(=O)(=O)Nc1ccc2c(c1)[C@@H]1C[C@H](CC(=O)N3CCc4ccccc4C3)O[C@H](CO)[C@@H]1O2,3,1,1,12,x,1[16.7 µM],1.5,8
C/C(=N\NC(=O)CSc1nc2ccccc2o1)c1ccc(O)cc1,3,-5,-4,-5,x,3,1.5,11
COCOCCn1cc(CN2CCS(=O)(=O)N(Cc3ccc(-c4ccncc4)cc3)C(C(C)C)C2=O)nn1 (stereo unspecified),x,x,8,-6,-19,-1,0.2,2
O=C(Nc1c(-c2ccc3c(c2)OCO3)[nH][nH]c1=O)c1cccc(C(F)(F)F)c1,-22,-5,-9,x,2,0,0.5,0
CCCSCCCNC(=O)CN1C(=O)COc2ccc(S(=O)(=O)N3CCCC3)cc21,4,2,1,-2,-1,x,-5.7,-16
Cc1ccc(S(=O)(=O)Nc2ccc3nc(C)sc3c2)c(C)c1,-1,-5,7,x,11,80,-1.5,-30
O=C(CSc1nnc(C2CC2)n1C1CC1)c1cccs1,0,2,x,-9,x,x,-4.5,3
CCC(Oc1ccccc1F)C(=O)Nc1ccc2c(c1)n(C)c(=O)n2C (stereo unspecified),-2,-2,-4,12,0,0,4.7,1
Cc1cccc(S(=O)(=O)N2CC[C@@H]3[C@H]2c2cc(C#Cc4cccc(F)c4)ccc2N[C@@H]3CO)c1,6,1,-7,2,5,-10[16.7 µM],3.3,42
CC(=O)[C@@]1(O)CCC2C3C=CC4=CC(=O)CC[C@]4(C)C3CC[C@@]21C (stereo partly specified),0,4,-1,-8,5,-5,2.2,-8
COc1ccc(Cl)cc1Nc1nc(-c2sc(NC(=O)C(C)(C)C)nc2C)cs1,-1,-1,9,-25,-13,-1,8.7*,-25
COc1ccccc1C1/C(=C(/O)c2ccc(Cl)cc2)C(=O)C(=O)N1CCN1CCOCC1 (stereo unspecified),-2,-1,5,0,x,-1,x,x
Cc1noc(C)c1NC(=O)Nc1ccc2c(c1)CC(=O)N([C@@H](C)CO)C[C@@H](C)[C@H](CN(C)Cc1ccc(C(=O)O)cc1)O2,-2,1,14,18,-2,-8[16.7 µM],-2.7,1
COc1ccc(CCNC(=O)CSc2nc3[nH]c(=O)cc(O)c3s2)cc1,0,4,5,0,9,-5,-0.2,7
CO[C@H]1CN(C)C(=O)c2ccc(NC(=O)c3ccccc3)cc2OC[C@H](C)N(C(C)=O)C[C@H]1C,6,0,1,4,-11,3[16.7 µM],0.3,20
COc1ccc(Br)cc1C1CC(=O)N2CN(Cc3ccccc3)CSC2=C1C#N (stereo unspecified),1,2,x,-15,4,x,-5.3,-4
COc1ccc(C2c3ccc(O)cc3Oc3ncn(CCCO)c(=N)c32)cc1 (stereo unspecified),1,-2,10,-6,9,x,0.6,x
C[C@H](CO)N1C[C@H](C)[C@@H](CN(C)C(=O)Nc2ccccc2)Oc2ccc(NC(=O)Nc3ccc4c(c3)OCO4)cc2C1=O,2&-3,-3&-1,1,18,-4,-8[16.7 µM],-0.9&-0.9,14&11

# Part of the list above, limited to PglD DTNB and Statin myotox sup:
smiles	PglD DTNB	Statin myotox sup
Cc1noc(C)c1NC(=O)Nc1ccc2c(c1)CC(=O)N([C@@H](C)CO)C[C@@H](C)[C@H](CN(C)Cc1ccc(C(=O)O)cc1)O2	1	1
Cc1cccc(S(=O)(=O)N2CC[C@@H]3[C@H]2c2cc(C#Cc4cccc(F)c4)ccc2N[C@@H]3CO)c1	1	42

# (continued)
SMILES,Cneo AK release,PglD DTNB,PGC1a acetyl inh,GSIS activator,FN deposition inh,miR-122 sensor,F508del corr,Statin myotox sup
COc1ccccc1/C=N/N1C(=O)c2cccc3cccc(c23)C1=O,1,2,2,14,-2,-1,1.5,0
COc1ccc(CNC(=O)C2CCCN(S(=O)(=O)c3ccc(F)cc3)C2)cc1 (stereo unspecified),1,3,x,-9,-2,x,-0.2,14
Cc1noc(C)c1NC(=O)N(C)C[C@H]1Oc2ccc(NC(=O)C3CC3)cc2CC(=O)N([C@@H](C)CO)C[C@@H]1C,1,-3,4,8,x,1[16.7 µM],-0.3,7
Cc1cc(NC(=O)CCC(=O)N(Cc2ccco2)C2(C(=O)NC3CCCC3)CCCCC2C)no1 (stereo unspecified),2,4,-6,-21,0,0,0.1,6
Cc1ccc(-n2nc3c(c2NC(=O)c2ccc4c(c2)OCO4)CS(=O)C3)cc1 (stereo unspecified),1,-5,-1,x,-18,2,x,x
O=C(N/C(=C\c1ccc(Br)cc1)C(=O)N1CCOCC1)c1ccco1,-1,-3,x,3,-2,x,4.9,25
CCN(CC)C(=O)/C(=C/c1cccc([N+](=O)[O-])c1)NC(=O)c1ccco1,2,1,-6,0,x,27,-1.7,0
Cc1cccnc1NC(=O)c1ccc(S(=O)(=O)N2CCCC2)cc1,-1,0,-3,x,-4,-3,x,6
COc1ccccc1NC(=O)Cn1cc(C#N)c2ccccc21,3,1,2,-7,-6,2,x,-8
CCCCCCc1c(O)nc(SCCN2CCOCC2)[nH]c1=O,2,-4,5,0,-12,2,-1.8,-5
O=C1CSC(c2ccc([N+](=O)[O-])cc2)N1c1ccccc1 (stereo unspecified),-3,4,-15,20,-10,-4,2.0,16
CCCCN1CCC(=O)NC1=O,0,2,-5,10,-5,x,-1.4,-2
Cc1noc(C)c1NC(=O)Nc1ccc2c(c1)C(=O)N([C@H](C)CO)C[C@H](C)[C@H](CN(C)S(=O)(=O)c1ccc(Cl)cc1)OCCCC[C@H](C)O2,2,5,0,1,1,-8[16.7 µM],-3.1,x
CC(C)CC(NC(=O)/C(=C\c1ccco1)NC(=O)c1ccco1)C(=O)O (stereo unspecified),-1,2,x,13,13,x,-4.3,5
Cc1ccc(Cn2nnc3c(=O)[nH]c(C4CCCN(C(=O)Nc5ccc(F)cc5)C4)nc32)cc1 (stereo unspecified),-1,-6,-5,-32,0,-4,x,10
O=S(=O)(c1ccccc1F)N1CC[C@H]2[C@H](CO)Nc3ccc(-c4ccc(F)cc4)cc3[C@H]21,-6,0,7,3,1,-2[16.7 µM],-0.7,-16
CCOC(=O)C1(CCCc2ccccc2)CCN(C(=O)CCCn2cncn2)CC1,x,x,-24,-14,-1,x,0.6,x
O=C(Cc1cccc([N+](=O)[O-])c1)Nc1cccc(C(=O)N2CCCC2)c1,0,-1,x,12,-10,-6,1.7,16
CCOC(=O)c1oc2ccc(S(=O)(=O)n3nc(-c4cc(OC)c(OC)c(OC)c4)cc3N)cc2c1C,x,x,-18,0,3,x,-3.4,x
CCCOc1ccc(NC(=O)C2CC(=O)N/C(=N/N=C(\C)CCc3ccc4c(c3)OCO4)S2)cc1 (stereo unspecified),x,x,x,-14,-1,-24,x,25
CC(=O)N(C)C[C@H]1Oc2cc(C#Cc3cccnc3)ccc2S(=O)(=O)N([C@@H](C)CO)C[C@H]1C,-3,-3,6,16,-5,-14[16.7 µM],2.2,4
O=C(O)Cn1c(-c2ccccc2)cc2ccccc21,3,1,x,2,2,-3,0.7,-2
COc1ccc(/C(C#N)=C/c2c(-c3ccc(Cl)cc3)nc3c(C)cccn23)cc1,-5,4,-18,x,x,1,x,18
Cc1nccn1-c1ccc(C(F)(F)F)cc1NC=O,-7,7,-8,x,x,-3,x,-4
C/C(=N\NC(=O)C1=NNC(=O)C1C)c1cccs1 (stereo unspecified),x,x,-13,2,-1,1,3.9,x
COc1cc(C#N)ccc1OCC(=O)Nc1cccc(S(=O)(=O)N(C)c2ccccc2)c1,-2,9,2,5,3,-11,1.0,3
COc1ccc(C(=O)Nc2cc3c(oc2=O)CCCC3=O)cc1,x,x,-8,13,-5,x,1.7,x
COc1ccc(OC)c(-n2nnnc2SCC(=O)Nc2ccc3c(c2)OCCO3)c1,-1,0,12,x,x,-1,x,-15
O=C(CNC(=O)c1ccccc1)OCC(=O)c1c[nH]c2ccccc12,-3,-6,6,3,-1,x,-1.0,19
CC1(C(=O)NS(=O)(=O)c2ccc(Cl)cc2)CCN1C(=O)C1(c2ccc(Cl)cc2)CCC1 (stereo unspecified),0,-2,x,28,-7,-35,0.3,36
O=C(C[C@@H]1CC[C@@H](NC(=O)c2cccnc2)[C@H](CO)O1)NCc1ccc(Cl)c(Cl)c1,-2,-4,10,-3,-11,9[16.7 µM],0.7,6
CC(C)OC(=O)c1ccc(S(N)(=O)=O)o1,0,5,9,10,7,-3,x,x
C[C@H](CO)N1C[C@H](C)[C@H](CN(C)C(=O)Nc2ccc(C(F)(F)F)cc2)Oc2ccc(N(C)C)cc2C1=O,2,-1,-4,-14,11,-5[16.7 µM],3.8,-62
O=[N+]([O-])c1ccc(O)c(/C=N/n2cnnc2)c1,2,9,3,-17,x,2,x,x
CCOC(=O)c1[nH]ncc1CN1CCCC(C(=O)c2ccc(SC)cc2)C1 (stereo unspecified),2,-1,x,-5,1,-18,-1.5,6
COc1ccc(-c2ccc(C(=O)NCc3cccs3)c3occc23)c(C)c1,0,4,-6,-1,-6,70,-0.7,-19
CCCCC(O)(CCCC)C(=O)NN(C(=O)c1cccnc1Cl)c1ccccc1,-5,-4,-1,-1,-2,x,3.2,-11
C[C@@H]1CN([C@@H](C)CO)C(=O)c2cc(-c3cccc(F)c3)cnc2O[C@@H]1CN(C)C(=O)Nc1ccccc1F,0,-5,3,-4,x,6[16.7 µM],1.5,13
CCOC(=O)N1CCN(C(=O)c2ccc3c(c2)sc2nc(-c4ccccc4)cn23)CC1,-1,-5,-4,x,x,-6,x,-16
COc1cccc(-n2c(=S)[nH]c3c(oc4ccccc43)c2=O)c1,x,x,-1,4,0,7,-4.1,3
CCOC(=O)C(Cc1ccc(O)cc1)NC(=O)CNC(=O)C1CCCN1C(=O)OC(C)(C)C (stereo unspecified),10,0,3,x,-2,0,-0.7,x

# F508del corr: what is marked active above
SMILES | PglD DTNB | PGC1a acetyl inh | GSIS activator | miR-122 sensor | F508del corr
COc1ccc(Cl)cc1Nc1nc(-c2sc(NC(=O)C(C)(C)C)nc2C)cs1 | -1 | 9 | -25 | -1 | 8.7*
